From PubChem
Measles CPE = compounds protecting cells from measles virus cytopathic effect, primary screen, measles RdRp inhibitor project, single point, MLSMR library, absorbance. protection (pct of control), % at 4 µM. 140,000 compounds, 1.5% hits. Measles virus-infected cells, CPE protection. AID 841, 2007; in the data active means protection mostly above about 24%, no sharp cut-off; inactive means mostly below about 26%; further: some compounds called inactive have numbers as strong as hits
NPY-Y2 antag = NPY-Y2 receptor antagonists, primary screen, cell-based; inhibition, % at 2.7 µM; Neuropeptide Y receptor type 2 (Homo sapiens), P49146; 140,000 compounds, 0.99% hits; NPY-Y2 expressing cells, antagonist mode; in the data active means inhibition above about 17%;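 further: 0% = vehicle with agonist challenge and 100% = reference antagonist with challenge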
Target sequence (P49146 whole entry, looked up): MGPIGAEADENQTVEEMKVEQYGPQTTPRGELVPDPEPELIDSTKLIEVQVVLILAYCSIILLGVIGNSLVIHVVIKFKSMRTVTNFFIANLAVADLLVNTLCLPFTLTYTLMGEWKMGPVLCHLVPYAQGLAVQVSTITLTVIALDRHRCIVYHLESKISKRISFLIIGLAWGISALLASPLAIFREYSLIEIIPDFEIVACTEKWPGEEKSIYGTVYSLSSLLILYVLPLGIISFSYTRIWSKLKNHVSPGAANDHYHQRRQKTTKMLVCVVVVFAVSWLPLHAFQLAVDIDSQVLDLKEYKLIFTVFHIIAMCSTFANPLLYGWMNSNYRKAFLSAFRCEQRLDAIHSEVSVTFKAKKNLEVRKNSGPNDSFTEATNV
GALR2 blocker = GALR2 antagonists in receptor-expressing cells, primary screen | Galanin receptor type 2 (Homo sapiens), O43603 | antagonist mode | 140,000 compounds, 0.39% hits | inhibition, % at 4 µM | AID 828, 2007; in the data active means inhibition above about 27%;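 further: cells stimulated with galanin 1-16 at roughly its EC80; 0% = agonist challenge control and 100% = basal control without agonist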
Target sequence (O43603 whole entry, looked up): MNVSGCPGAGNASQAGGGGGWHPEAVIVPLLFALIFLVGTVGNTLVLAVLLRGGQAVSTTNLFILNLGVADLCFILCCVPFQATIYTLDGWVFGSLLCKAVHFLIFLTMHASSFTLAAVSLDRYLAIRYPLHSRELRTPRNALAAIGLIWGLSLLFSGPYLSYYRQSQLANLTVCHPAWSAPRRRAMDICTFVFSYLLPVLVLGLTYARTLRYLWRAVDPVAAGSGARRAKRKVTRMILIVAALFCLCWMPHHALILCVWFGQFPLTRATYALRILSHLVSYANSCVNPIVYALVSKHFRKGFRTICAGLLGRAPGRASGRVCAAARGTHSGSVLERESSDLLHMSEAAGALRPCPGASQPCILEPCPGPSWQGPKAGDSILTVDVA
Phagocytosis inh = inhibitors of macrophage phagocytosis, primary screen, imaging, J774A.1 cells, IgG beads | inhibition, % at 5 µM | J774A.1 macrophage IgG-bead phagocytosis | AID 1029, 2008 | 110,000 compounds, 0.07% hits;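 active means inhibition above the mean of the plate negative controls plus 5 SD, cut at about 13% in these data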;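 further: phagocytic index as fraction of beads internalized from green versus red external bead signal; plate controls were DMSO negative control for no effect and cytochalasin-D positive control for full effect; some results beyond the cut were filed as inactive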
bCat KO growth = primary screen for growth suppressors in beta-catenin knockout HCT116 cells (colon tumor, human); HCT116 beta-catenin knockout viability, CellTiter-Glo, 60 h; stronger effect = lower value; viability, % at 10 µM; 140,000 compounds, 1.5% hits;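 active means viability at or under a set limit, the compound median less 4 SD, cut at about 6% in these data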;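 further: 0% = Hyamine 1622 control at 20 µM and 100% = untreated cell control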
HCT116 PTEN-null = growth suppression of PTEN-null HCT116, primary screen, cell-based, CellTiter-Glo. AID 827, 2007. viability, % at 10 µM. HCT116 PTEN-null viability, 60 h; stronger effect = lower value. 140,000 compounds, 1.2% hits;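 active means viability at or below a set limit, 4 SD under the median of all tested compounds, cut at about 3.7% in these data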;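 further: PTEN knockout HCT116 line with beta catenin targeted HCT116 as companion control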
MRP1 act = H69AR viability gain despite doxorubicin, primary screen, MRP-1 activator project, H69AR cells, CellTiter-Glo. AID 799, 2007. viability increase, % at 10 µM. 140,000 compounds, 0.61% hits. viability rescue;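 active means viability gain under doxorubicin at or above a set limit, the compound median plus 3 SD, cut at about 4.7% in these data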;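 further: MRP-1 overexpressing cells given doxorubicin 25 µM after compound pretreatment; 18-22 h compound pretreatment then 72 h with doxorubicin before readout; 0% = doxorubicin-only wells and 100% = vehicle-treated cells without doxorubicin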
Yeast growth inh = growth inhibitors of yeast BB579 in restrictive medium, primary screen, yeast lifespan-shortening project, S. cerevisiae; OD615, 48 h; inhibition, % at 10 µM; 140,000 compounds, 0.51% hits; AID 804, 2007;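 active means inhibition above a set limit, 3 SD over the mean compound inhibition, cut at about 44% in these data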; further: inactives centre near -24
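Material: Saccharomyces cerevisiae DeaD strain BB579, replicative lifespan model yeast; buffer or medium: CSMM-D restrictive synthetic medium containing dextrose (glucose); compound: 10 µM single dose, DMSO 0.25%; timing: 48 h compound exposure at 30 °C after 4 h preincubation; signal: turbidity as optical density at 615 nm; benchmarks: positive control amphotericin B 10 µg/mL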
Yeast life ext = compounds extending yeast replicative lifespan, primary screen, S. cerevisiae, OD615; S. cerevisiae growth with nicotinamide; deaD strain in restrictive glucose medium; inhibition of the nicotinamide effect, % at 10 µM; 130,000 compounds, 0.68% hits; AID 775, 2007;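 active means inhibition above a set limit, placed 3 SD over the median of all compounds, cut at about 26% in these data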;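 further: 0% = nicotinamide-treated wells and 100% = cells grown without nicotinamide; some compounds called inactive have numbers as strong as hits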
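Buffer or medium: CSMM-D glucose medium, restrictive; test system: modified budding yeast, DeaD strain; compound: single dose 10 µM compound, 0.25% DMSO; schedule: culture preincubation 4 h, compound exposure 48 h, both 30 °C; detection: optical density (absorbance) at 615 nm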
E-sel TNF inh = E-selectin induction blockers in HUVEC – imaging, immunofluorescence, high content, primary screen. HUVEC TNFa-induced E-selectin immunofluorescence. inhibition, % at 2 µM. 120,000 compounds, 0.71% hits. AID 1246, 2008;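 active means inhibition above the batch mean plus 3 SD, and confirmed as a hit on visual image review, cut at about 43% in these data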;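 further: 0% = TNF-stimulated DMSO wells and 100% = unstimulated control wells; not every result past the cut was called active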
* marks the source's active call; other numbers are inactive results; nt = no result given.

SMILES	Measles CPE	NPY-Y2 antag	GALR2 blocker	Phagocytosis inh	bCat KO growth	HCT116 PTEN-null	MRP1 act	Yeast growth inh	Yeast life ext	E-sel TNF inh
Cc1cccc(N2CCN(S(=O)(=O)c3ccc4c(c3)CCC(=O)N4)CC2C)c1 (centres undefined)	2	2	-4	-1	90	83	-2.8	-67	-12	2
CCc1nc(N)c(C#N)c(-c2ccco2)c1C	3	1	4	-1	99	91	-1.7	-39	2	-16
COc1ccc(CCn2c(C)nc3c(c(=O)c4ccccc4n3C)c2=O)cc1	9	7	-5	-2	57	58	-3.2	-35	21	nt
Cn1c(C(=O)NCCN2CCOCC2)cc2c(=O)n(C)c3ccccc3c21	11	-2	-3	1	91	91	-3.1	24	-9	0
CN(Cc1c(F)cccc1Cl)c1nnnn1-c1ccccc1	18	5	-15	0	86	86	-0.8	2	5	-7
Cn1c(C(=O)NCCN2CCc3ccccc3C2)cc2c(=O)[nH]c3ccccc3c21	9	3	-9	-2	87	76	-2.2	6	-3	-3
CCn1c(=O)cc(C(=O)OC)sc1=Nc1ccc(F)c(F)c1	14	3	4	0	2.2*	2.0*	-1.9	-56	13	nt
COc1ccccc1Nc1nc(N)nc(CSC(=S)N2CCCCC2C)n1 (centres undefined)	29	3	-13	0	91	90	-2.8	-3	-3	nt
CCN(C(=O)COc1cc(=O)n(C)c2ccccc12)c1cccc(Cl)c1	21	5	-1	nt	95	90	-1.6	-57	-32	-4
COc1cccc(C2=NOC(C(=O)Nc3cc(OC)c(OC)c(OC)c3)C2)c1 (centres undefined)	4	4	-4	-2	85	85	-2.4	-46	-8	nt

Further entries:
SMILES	Measles CPE	NPY-Y2 antag	GALR2 blocker	Phagocytosis inh	bCat KO growth	HCT116 PTEN-null	MRP1 act	Yeast growth inh	Yeast life ext	E-sel TNF inh
COc1cccc2[nH]c3c(N4CCC(C)CC4)ncnc3c12	0	2	14	4	92	78	-0.8	-47	-10	8
Cc1ccn2c(NC(=O)C(C)(C)Oc3ccc(Cl)cc3)c(-c3cccs3)nc2c1	23	16	2	nt	78	65	0.0	-57	-6	7
O=C(NC1CCCCC1)C1CCN(S(=O)(=O)c2cccs2)CC1	12	1	4	0	104	103	0.1	-26	-5	nt
O=C(Cc1cccc2ccccc12)NCC1CCCO1 (centres undefined)	4	2	7	-1	91	92	-0.8	-48	-5	4
CC1Oc2ccccc2OC1C(=O)Nc1ccccn1 (centres undefined)	2	1	6	nt	85	92	-3.4	-18	nt	-3
COc1ccccc1-c1noc(CCC(=O)Nc2cc(C(F)(F)F)ccc2Cl)n1	6	-4	-7	-2	73	82	-2.7	-45	-10	16
Cc1cc(NC(=O)CSc2nc3ccsc3c(=O)n2CCCCC(=O)O)no1	5	2	7	nt	101	96	-1.8	-45	-6	nt
CCOC(=O)c1ccc(-c2cc(C)no2)[nH]1	10	1	6	-4	79	80	0.7	-5	-6	nt
C1CCN=C(NC23CC4CC(CC(C4)C2)C3)CC1	8	1	-2	-1	96	101	-1.5	-49	4	-24
COC(=O)c1ccc(N2C(=O)CC(N3CCOCC3)C2=O)cc1 (centres undefined)	40*	2	3	-1	95	99	0.0	-50	-4	17

Later entries:
SMILES	Measles CPE	NPY-Y2 antag	GALR2 blocker	Phagocytosis inh	bCat KO growth	HCT116 PTEN-null	MRP1 act	Yeast growth inh	Yeast life ext	E-sel TNF inh
CC(=O)c1ccc(NC(=S)N(C)C2CCN(C)CC2)cc1	8	4	9	-2	97	96	-1.4	-12	6	-7
Cc1ccccc1NC(=O)Cn1cccc1	18	1	-4	-2	92	114	-0.6	-34	-10	-42
Cc1ccc(/C=N/NC(=O)c2c[nH]c3ccccc23)s1	13	0	4	4	75	73	-2.6	-44	-10	-35
O=C(O)c1cc(NCc2ccccc2)ccc1N1CCOCC1	10	0	2	-1	106	102	2.7	-16	0	-18
COc1cc(C(=O)Nc2ccc3c(c2)C(=O)N(CCC(=O)O)C3=O)cc(OC)c1OC	8	1	-3	nt	98	106	-1.1	-33	1	-24
Cc1cc(C)n2ncc(C(=O)NCc3cccnc3)c2n1	8	1	1	0	104	92	-1.2	16	-14	-2
CCCCOC(=O)C1[C@H]2C(=O)N(c3ccccc3CC)C[C@]23C=C[C@H]1O3 (some centres undefined)	19	-1	-3	0	98	91	-1.9	-17	-22	-4
CCCCCCn1cnc2c(oc3nc4c(cc32)CCCC4)c1=O	4	2	4	-3	86	95	0.9	-7	1	nt
Nc1ccc(-c2nc3ccc(N)cc3o2)cc1	10	0	9	0	94	83	0.7	35	-10	22
O=C(NC(NCCCN1CCOCC1)(C(F)(F)F)C(F)(F)F)C1CCCCC1	9	1	3	0	95	106	-0.6	-2	-10	nt

More records
SMILES	Measles CPE	NPY-Y2 antag	GALR2 blocker	Phagocytosis inh	bCat KO growth	HCT116 PTEN-null	MRP1 act	Yeast growth inh	Yeast life ext	E-sel TNF inh
COc1ccc(COc2ccccc2C(=O)Nc2ccccn2)cc1[N+](=O)[O-]	5	7	-3	nt	90	97	-0.7	-22	-5	-10
COc1cc(C(=O)NCCN2CCCC2)cc(OC)c1OC	3	-1	4	nt	96	98	-0.9	0	nt	-9
O=C1CC(Sc2ncccn2)C(=O)N1c1ccccc1 (centres undefined)	4	2	-6	0	114	103	-0.8	-27	-6	5
CN(Cc1ccccc1)C(=O)COc1cc(=O)n(C)c2ccccc12	12	4	-4	-2	95	96	-2.8	3	0	14
Cc1ccc(S(=O)(=O)N2CCC(C(=O)N/N=C/c3cccnc3)CC2)cc1	3	3	-3	-1	86	92	-2.5	-60	-1	-11
O=C(CN(Cc1ccccc1)S(=O)(=O)c1ccc(F)cc1)NCCC1=CCCCC1	11	5	1	-3	54	41	-3.2	-43	-4	18
O=C(NCCSc1ccccc1)c1ccc(Br)cc1	31	13	12	-2	86	82	0.6	-53	-3	nt
COc1cccc(NCc2cc(=O)oc3cc(-c4ccccc4)c(O)cc23)c1	13	-3	10	-9	63	48	-4.2	-22	1	nt
Cc1cc(N)ccc1N1CCCC1	3	-3	3	nt	88	91	-0.7	-44	-14	nt
CCCNC(=O)NC(=O)CSc1nnc(-c2ccncc2)n1CC	4	8	4	-1	102	95	-2.1	-23	-21	23

Following part.
SMILES	Measles CPE	NPY-Y2 antag	GALR2 blocker	Phagocytosis inh	bCat KO growth	HCT116 PTEN-null	MRP1 act	Yeast growth inh	Yeast life ext	E-sel TNF inh
O=C(Cc1csc(N2CCOCC2)n1)N/N=C/c1ccc(Cl)cc1Cl	21	1	-8	-1	74	65	3.5	-71	19	-7
COc1ccc(NC(=O)c2cc(-c3ccc(C)o3)nc3ccccc23)cc1OC	7	7	5	-2	50	45	-0.5	-22	-9	14
CC(C)(C)c1nc(SCC(=O)Nc2ccc3c(c2)OCCO3)c2ccccc2n1	22	2	0	nt	68	57	-5.7	-12	-12	-7
CN1OC(COC(=O)c2ccc(Cl)cc2)CC1c1ccccc1 (centres undefined)	6	7	0	0	88	90	0.0	-25	-8	2
O=C(Nc1ccc(S(=O)(=O)N2CCOCC2)cc1)C1COc2ccccc2O1 (centres undefined)	7	3	-2	-1	99	89	-2.2	-19	-21	nt
CCc1ccc(OCC(=O)NNC(=O)CSc2nnc(-c3ccc(C)cc3)n2C)cc1	7	2	2	-11	97	99	0.1	-42	9	nt
N#Cc1c(NC(=O)c2ccc(-c3ccccc3[N+](=O)[O-])o2)sc2c1CCCC2	3	-1	-2	nt	91	89	-0.7	-23	-5	-19
CCNc1nc(SC(C)C(=O)Nc2ccccc2)nc(N2CCOCC2)n1 (centres undefined)	6	5	-7	-3	98	87	-1.7	4	-11	-21
Cc1ccc(/C=N/NC(=O)COc2ccccc2-c2ccccc2)cc1	2	4	24	12	14	11	-4.0	1	-6	37
COc1cccc(CNc2ccc(S(N)(=O)=O)cc2)c1OC	15	0	18	2	91	93	-1.8	21	0	-30

Other results.
SMILES	Measles CPE	NPY-Y2 antag	GALR2 blocker	Phagocytosis inh	bCat KO growth	HCT116 PTEN-null	MRP1 act	Yeast growth inh	Yeast life ext	E-sel TNF inh
O=C(c1ccccc1)c1ccc(N2CCOCC2)c(NC(=O)c2ccco2)c1	11	7	7	nt	83	67	-2.2	-36	-8	-1
COc1ccc(Nc2ncnc3nc[nH]c23)cc1OC	9	4	-1	0	103	111	-1.2	-59	-9	-5
O=C(CCc1ccccc1)Nc1nn[nH]n1	9	4	3	-3	90	95	-3.0	-38	2	5
O=S(=O)(c1ccc2oc3ccccc3c2c1)N1CCOCC1	9	2	-5	0	79	78	-4.4	-19	-8	1
COc1ccccc1NC(=O)NCc1ccc2c(c1)OCO2	7	2	15	-1	98	87	-2.0	-20	-2	2
Cc1nc2ncnn2c(C)c1CCC(=O)NCc1ccc2c(c1)OCO2	16	2	-3	-2	96	101	-0.3	-13	-7	55
Cc1ccnc(NS(=O)(=O)c2ccc(NC(=O)c3ccc(N4C(=O)CCC4=O)cc3)cc2)n1	3	1	2	-4	93	103	0.1	-39	9	nt
CC1CCC(NC(=O)c2cc3c(=O)n(C)c4ccccc4c3n2C)CC1 (centres undefined)	3	2	-8	-1	73	48	1.3	-16	-10	nt
COCCCNC(=O)CC(NS(=O)(=O)c1ccc(C)cc1)c1ccco1 (centres undefined)	18	-1	-6	-3	97	86	-1.2	-55	0	-13
COC(=O)c1c(NC(=O)c2ccc(C)o2)sc2c1CCCCC2	6	5	-6	3	89	110	-0.9	-30	-26	-34
